Screens: PubChem BioAssay, Sanford-Burnham Center for Chemical Genomics
ATG4B inh: inhibitors of human ATG4B cysteine protease; Q9Y4P1; ATG4B cleavage of LC3-PLA2, NBD-HPC fluorescence, 1 h; inhibition, % at 8.33 µM; hit rate 0.51% among 340,000; in the data active = inhibition above about 40%
SENP6 block: SENP6 protease inhibition | inhibition, % at 10 µM | hit rate 1.8% among 330,000 | Recombinant SENP6 catalytic domain, aminoluciferin luminescence | AID 2599;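 active = inhibition above about 50% at the single tested dose, limit read from the data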;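 also: plate controls were DMSO wells with enzyme for no effect and DMSO wells lacking enzyme for full effect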
PfGluPho inh: PfG6PD (Plasmodium falciparum) enzyme inhibition | AID 504690 | PfGluPho enzyme, NADPH resazurin-diaphorase fluorescence | inhibition, % at 20 µM | hit rate 0.78% among 350,000;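 active = inhibition reaching at least a set limit at 20 µM in the primary screen, cut at about 59% in these data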;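 also: 0% = DMSO wells with substrate and 100% = DMSO wells lacking glucose-6-phosphate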
HKDC1 inh: HKDC1 (human) hexokinase inhibition | recombinant HKDC1, G6PDH/diaphorase resazurin coupled fluorescence | inhibition, % at 20 µM | hit rate 0.16% among 340,000 | AID 493160;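 active = inhibition above about 35% when tested at 20 µM, limit read from the data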;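 also: plate controls were DMSO wells with enzyme for no effect and DMSO wells lacking enzyme for full effect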
Target sequence (Q2TB90 whole entry, looked up): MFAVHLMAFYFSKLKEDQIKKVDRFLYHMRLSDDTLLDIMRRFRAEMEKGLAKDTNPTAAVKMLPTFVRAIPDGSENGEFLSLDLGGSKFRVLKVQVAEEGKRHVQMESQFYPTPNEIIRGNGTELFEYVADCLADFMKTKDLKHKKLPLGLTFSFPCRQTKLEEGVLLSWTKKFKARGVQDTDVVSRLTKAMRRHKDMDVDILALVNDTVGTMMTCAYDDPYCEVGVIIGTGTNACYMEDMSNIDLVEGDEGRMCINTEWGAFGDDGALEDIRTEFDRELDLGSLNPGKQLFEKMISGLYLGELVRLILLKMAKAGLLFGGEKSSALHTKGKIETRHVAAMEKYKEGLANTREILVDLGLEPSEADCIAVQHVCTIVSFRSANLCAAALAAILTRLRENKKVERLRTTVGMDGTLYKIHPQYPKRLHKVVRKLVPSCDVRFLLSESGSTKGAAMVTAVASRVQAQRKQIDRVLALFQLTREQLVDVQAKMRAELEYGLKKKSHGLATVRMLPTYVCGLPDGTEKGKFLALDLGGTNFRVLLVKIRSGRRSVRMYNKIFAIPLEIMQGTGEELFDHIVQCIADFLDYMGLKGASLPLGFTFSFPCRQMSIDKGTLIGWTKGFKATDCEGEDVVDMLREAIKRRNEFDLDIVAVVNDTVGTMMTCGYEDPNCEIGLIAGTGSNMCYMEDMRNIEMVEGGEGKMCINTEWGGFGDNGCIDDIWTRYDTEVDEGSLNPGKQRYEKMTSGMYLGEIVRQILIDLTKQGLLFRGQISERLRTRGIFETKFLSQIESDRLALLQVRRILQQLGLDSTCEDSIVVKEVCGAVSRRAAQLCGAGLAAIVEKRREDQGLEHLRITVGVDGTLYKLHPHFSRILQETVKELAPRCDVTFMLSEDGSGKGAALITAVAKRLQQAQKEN
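test system = in-house recombinant HK5 (HKDC1) enzyme | amount = HKDC1 at 5 µg/mL | control set = DMSO-enzyme wells negative, buffer-substituted wells positive | compound = one dose of 20 µM, 1% DMSO | schedule = reaction time 90 min, room temperature, protected from light | technique = resorufin fluorescence at 613 nm | reagent = glucose with 1 mM ATP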
GRIN3A LBD mod: modulates the human NR3A ligand-binding domain; AID 1259313; Tm shift relative to glycine control, % at 25 µM; hit rate 2.5% among 340,000; NR3A LBD differential scanning fluorimetry, Tm shift; 0% = protein alone, 100% = glycine-bound protein;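 active = melting temperature shift of at least 10% of the positive control shift, at one fixed dose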
MPTP block: blocks calcium-induced mitochondrial swelling. isolated mouse mitochondria, Ca2+ swelling absorbance, 30 min. inhibition, % at 10 µM. hit rate 1.4% among 360,000. AID 602449;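 active = inhibition of 50% or more, scaled per plate between neutral and stimulator controls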;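 also: 0% = DMSO wells given calcium and 100% = 1 mM EGTA wells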
SENP8 inh: inhibitors of human SENP8 protease. Q96LD8. recombinant SENP8, Nedd8 substrate fluorescence. inhibition, % at 20 µM. hit rate 0.64% among 360,000. AID 602440; in the data active = inhibition mostly above about 40%, no sharp cut-off; inactive = mostly below about 27%
SENP7 block: SENP7 protease inhibition; Q9BQF6; recombinant SENP7, Z-RLRGG-aminoluciferin luminescence, 40 min; inhibition, % at 5 µM; hit rate 1.5% among 330,000;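 active = inhibition above about 50% at the single test dose, limit read from the data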;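 also: plate controls were DMSO with enzyme for no effect and no enzyme buffer wells for full effect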
Active calls of the source: *; i = inactive; . = no result given.

Start of the data: the first five records, ahead of the listing:
SMILES	ATG4B inh	SENP6 block	PfGluPho inh	HKDC1 inh	GRIN3A LBD mod	MPTP block	SENP8 inh	SENP7 block
CCN(Cc1ccccc1)C(=O)COc1ccccc1	-5	-15	-20	-1	-2	-0.3	9	-10
O=C1CC(/C=C/c2ccc(Cl)cc2)=Nc2ccccc2N1	10	23	-7	18	-16	-0.2	5	-1
COC(=O)c1ccc(-c2nn(C)c(=O)c3ccccc23)cc1	17	-12	-10	-1	-1	-2.0	8	-4
C=CCC(O)c1c(-c2ccccc2)nn(C)c1Cl (stereo unspecified)	-3	-23	5	-11	-2	1.6	-8	-4
CN(C)c1ncnc2c1ncn2C1CCCCO1 (stereo unspecified)	-1	.	-16	-7	-1	-0.4	-2	.

This part in full, from the first entry:
SMILES	ATG4B inh	SENP6 block	PfGluPho inh	HKDC1 inh	GRIN3A LBD mod	MPTP block	SENP8 inh	SENP7 block
CCN(Cc1ccccc1)C(=O)COc1ccccc1	-5	-15	-20	-1	-2	-0.3	9	-10
O=C1CC(/C=C/c2ccc(Cl)cc2)=Nc2ccccc2N1	10	23	-7	18	-16	-0.2	5	-1
COC(=O)c1ccc(-c2nn(C)c(=O)c3ccccc23)cc1	17	-12	-10	-1	-1	-2.0	8	-4
C=CCC(O)c1c(-c2ccccc2)nn(C)c1Cl (stereo unspecified)	-3	-23	5	-11	-2	1.6	-8	-4
CN(C)c1ncnc2c1ncn2C1CCCCO1 (stereo unspecified)	-1	.	-16	-7	-1	-0.4	-2	.
O=C(OCC(=O)N1CCCCC1)c1n[nH]c(=O)c2ccccc12	-10	-15	6	-1	2	-1.9	13	-7
CCCCn1c(N)c(N(CC)C(=O)C2COc3ccccc3O2)c(=O)[nH]c1=O (stereo unspecified)	-8	-16	2	-8	5	-2.6	8	-1
Cn1c(SCc2ccccc2)nc2c1c(=O)[nH]c(=O)n2C	8	-8	-6	-8	3	2.0	18	4
COc1cc(OC)cc(C(=O)Nc2ccc3nc4n(c(=O)c3c2)CCCC4)c1	-10	87*	6	2	8	1.1	7	86*
COc1ccccc1C(=O)NCCC(=O)Nc1ncccc1C	-5	-8	9	-5	5	-0.1	3	0
CC(=O)N(C)c1ccc(NC(=O)c2ccccc2C(=O)O)cc1	-1	-6	-3	-7	-1	1.7	16	5
O=C(c1ccccc1)N1CCn2c(nc3ccccc32)C1	12	-18	10	10	4	0.4	4	6
CCN1C(=O)N/C(=C/c2ccc(C)o2)C1=O	5	8	-5	-12	0	0.8	-45	-7
C=CCn1cc(Cl)cc(C(=O)Nc2ccccc2)c1=O	-6	6	6	-5	-2	0.0	23	-7
COc1ccc(-c2nc3ccc(C)cn3c2NCc2ccc3c(c2)OCO3)cc1	-13	-2	23	-4	-1	-1.5	-351	-4
C=CCn1c(SCc2c(Cl)cccc2Cl)nnc1-c1cccnc1	1	-3	11	7	-3	3.1	8	1
CC(Oc1ccc(Cl)cc1Cl)C(=O)NNC(=O)C(=O)N1CCCCC1 (stereo unspecified)	-3	5	-4	-5	1	0.6	9	5
O=C(Nc1ccccc1N1CCCCC1)c1cccc(Cl)c1	14	3	6	-4	4	-0.2	8	-5
Cc1ccc(S(=O)(=O)Nc2cccc3c2O[C@H](CN(C)Cc2ccccc2)[C@@H](C)CN([C@H](C)CO)C3=O)cc1	-11	8	-12	-5	7	0.8	2	12
CCOC(=O)c1c(NC(C)=O)sc2c(OC)cccc12	-8	-6	-6	-2	-2	0.3	-27	6
O=C1OCCN1C(=O)[C@H]1[C@H](c2ccccc2)C(c2cccc(Cl)c2)=NN1c1ccc(Br)cc1	9	.	17	-1	7	0.7	-388	-4
CN1C(=O)C(CC(=O)Nc2ccc(F)cc2)N(NC(=O)c2cccc(F)c2)C1=S (stereo unspecified)	-10	-8	-16	3	3	10	13	-9
CCN(c1cccc(C)c1)S(=O)(=O)c1ccc(OC)c([N+](=O)[O-])c1	-7	-21	-2	-7	3	0.0	2	-8
COc1cccc(OC)c1NC(=O)C1CCCN1C(=O)Nc1cccc(Cl)c1 (stereo unspecified)	-3	-16	6	0	0	-1.6	8	1
CCCCN(C)CCCNC(=O)c1ccc2c(c1)NC(=O)C(N1CCOCC1)S2 (stereo unspecified)	-7	-1	12	-5	-1	-1.5	16	4
NS(=O)(=O)c1ccc(Nc2c([N+](=O)[O-])cncc2[N+](=O)[O-])cc1	4	15	4	-1	0	-0.2	17	9
Cn1c(CN2CCCC2)nc2cc(NC(=O)c3cccs3)ccc21	0	11	2	-1	-2	-2.6	-59	-4
COc1cccc(CN(C(=O)c2cccs2)C2CCS(=O)(=O)C2)c1 (stereo unspecified)	3	4	-26	3	-2	0.4	18	0
COC1OC2COC(c3ccccc3)OC2C(OC(=O)c2ccccc2)C1OC(=O)c1ccccc1 (stereo unspecified)	1	.	-15	-2	1	0.8	10	.
O=C(c1ncc[nH]1)c1ccccc1Cl	1	15	24	-4	2	-0.9	12	5
Cn1c(=O)c(C(=O)Nc2ccccn2)c(O)c2ccccc21	-1	-5	-7	0	-3	-2.6	-188	75*
O=c1cc(CSc2nnnn2-c2ccccc2)nc2sccn12	-5	-11	12	5	0	0.3	-32	9
Cc1cccc(C)c1N1C(=O)C(Cl)=C(N2CCCC2)C1=O	-2	-4	-13	-2	1	-0.4	16	-10
COc1ccccc1N1CCN(Cc2cccs2)CC1	5	-11	-11	-3	0	0.6	17	-2
COC(=O)C1=C(C)N(Cc2ccccc2)C(=NCc2cccc(Cl)c2)N[C@H]1c1cccc(F)c1	-2	-23	16	9	-25	86*	9	-9
COc1cccc(CN2CCNC(=O)C2CC(=O)N(C)CC2CCOCC2)c1 (stereo unspecified)	-7	-13	7	1	6	1.8	-24	0
COc1ccc(N2C(=O)C3C(C2=O)C(C(=O)c2ccc(Cl)cc2)N2CCCC32)cc1 (stereo unspecified)	2	-7	5	-2	0	4.7	4	-1
Cc1nonc1C1CCCN1C(=O)c1cc(COc2ccc(F)cc2F)on1 (stereo unspecified)	-5	-23	1	-6	5	-0.7	19	-1
COc1ccc(C2C(C(=O)c3cccs3)=C(O)C(=O)N2c2cccc(C)n2)cc1 (stereo unspecified)	-9	-2	-28	-2	1	3.4	12	13
Cc1ccc(CN2CCN(CC(=O)O)C2=O)cc1	-10	-5	-2	-14	-2	-0.5	15	2
COc1cccc(-c2nn(-c3ccccc3)cc2/C=C\C(=O)c2cccs2)c1	-7	-3	0	-1	-1	-3.1	-157	7
Cc1occc1C(=O)Nc1cccc(C(=O)NCc2ccccc2)c1	2	-29	4	-8	-2	-1.2	4	-8
CCC(=O)NN1CCc2cc3ccc(C)cc3nc21	-2	17	10	-4	2	0.1	-271	0
Oc1ccc(-c2cccc(-c3ccc(O)cc3)n2)cc1	-21	2	-3	0	14*	5.7	-28	2
CC(C)CNC(=O)COC(=O)c1cc(Cl)cc(Cl)c1N	-15	-9	-4	3	1	-1.4	i	13
COc1cccc(N(C(=O)c2cnccn2)C(C(=O)NC2CCCCC2)c2ccc(Cl)cc2)c1 (stereo unspecified)	-2	19	-17	-4	1	-0.8	26	-1
CCN(CCn1cccn1)Cc1cn[nH]c1-c1cccc2ccccc12	-4	0	7	-9	-2	2.8	21	3
COc1ccc(-n2c(=O)c3ccccc3n(CC(=O)NCc3ccco3)c2=O)cc1	-1	-2	-13	-3	2	0.1	-21	0
O=C1CC(c2nc3ccccc3[nH]2)CN1c1cccc(C(F)(F)F)c1 (stereo unspecified)	-9	-3	8	-3	0	-0.2	21	-3
CCN(CC(=O)Nc1ccccc1OC)C(=O)CN1C(=O)NC(C)(c2ccccc2)C1=O (stereo unspecified)	-1	-16	-10	-4	0	-0.1	5	-5
C/C(Cl)=C\Cn1c(NCCCn2ccnc2)nc2c1c(=O)n(C)c(=O)n2C	-1	-6	-7	-4	0	-6.3	25	6
O=C(NC(=S)NCc1ccccc1)c1cccs1	6	-7	-3	-1	1	0.9	15	6
CN(CCc1ccccc1)C(=O)c1ccc(NC(=O)Cc2cccc(NC(=O)C3CCN(S(=O)(=O)c4cccc([N+](=O)[O-])c4)CC3)c2)cc1	-1	.	-14	-3	10*	-0.1	11	.
Cc1cccc(NC(=O)CCNC(=O)c2ccccc2)c1	7	-1	-23	3	4	0.1	8	-9
COc1ccc(/C=N/NC(=O)C2(C)NC(C)(C)Cc3ccccc32)cc1 (stereo unspecified)	-15	-2	-5	-2	-2	2.4	13	-1
O=C1NCCN1C(=O)N(c1ccccc1)c1ccccc1	1	-29	-6	14	-2	-1.7	7	-5
O=C1N2CCCc3cccc(c32)C12Nc1ccccc1S2 (stereo unspecified)	30	.	47	-1	-2	0.6	15	.
COc1cccc(-c2ocnc2C(=O)Nc2ccc3c(c2)CCC3)c1	2	-1	-3	-1	-10	2.2	-9	-4
O=C(COc1ccc(S(=O)(=O)N2CCOCC2)cc1Cl)N1CCCC1	-6	0	-3	3	3	-0.9	11	10
CCOC(=O)c1[nH]c(C)c(C(=O)OCCN2C(=O)c3ccccc3C2=O)c1C	-2	-8	6	-1	2	4.1	4	-4
(next part)
SMILES	ATG4B inh	SENP6 block	PfGluPho inh	HKDC1 inh	GRIN3A LBD mod	MPTP block	SENP8 inh	SENP7 block
O=C(O)c1cnn(-c2nc(-c3cccc(F)c3)cs2)c1C(F)(F)F	-14	-18	-11	14	0	0.7	-38	-9
O=C(CSCc1ccc(F)cc1)Nc1ccccc1C(=O)N1CCOCC1	-4	-9	3	15	3	-0.1	8	8
Cc1nc2ccc(N)cc2s1	-3	-13	18	7	1	-0.6	7	-1
CCN1CCN(c2cc(C)c3cc(NC(=O)c4cccc(OC)c4)ccc3n2)CC1	-11	-5	7	-1	2	0.9	-54	-2
Cc1cccc(-n2nc3c(c2NC(=O)C2CC2)CS(=O)(=O)C3)c1C	0	-22	-2	0	1	0.8	18	12
CCN1CCN(C(=O)CCS(=O)(=O)c2cc3c(cc2Cl)NC(=O)CO3)CC1	10	-5	2	-7	-3	-1.1	15	6
CCOC(=O)COc1ccc(C(c2c(C)[nH][nH]c2=O)c2c(C)[nH][nH]c2=O)cc1	3	11	11	1	0	4.5	28	3
O=C(CSCCO)Nc1cccc2ccccc12	1	-18	-14	-4	0	1.1	10	1
CCN1CCc2[nH]c3ccccc3c2C1	8	-35	-4	0	1	-2.7	12	-7
COc1ccc(/C(N)=N/OC(=O)Oc2ccccc2)cc1OC	-4	-8	4	2	-2	-0.4	8	4
O=C(NCc1ccccc1)c1onc(CSc2ccncc2)c1C(=O)NCc1ccccc1	-11	-25	-2	-4	-4	0.3	9	10
CCOc1ccc(NC(=S)NC(=O)c2c(Cl)cnn2CC)c([N+](=O)[O-])c1	9	-6	-13	0	-2	7.7	31	5
Cc1ccc(C)c(OCC(O)CN2CCC(C)CC2)c1C (stereo unspecified)	-6	-17	9	-8	-1	-4.3	17	1
COc1cc(-c2nc3cnccn3c2Nc2c(C)cccc2C)ccc1O	-8	-31	3	4	-3	-0.1	-306	-1
COc1cccc(/C=N/NC(=O)C(=O)NCc2cccnc2)c1	-9	-18	-6	-1	0	-0.3	15	-5
COc1ccc(S(=O)(=O)N2CCCC(C(=O)NCc3ccco3)C2)cc1Cl (stereo unspecified)	1	-6	12	4	1	-0.1	5	-7
COc1ccc(-n2c(Cc3cccn3C)nnc2SCC(=O)NC2CCCCC2)cc1	.	-10	13	-6	0	-1.0	10	9
NS(=O)(=O)c1ccc(NC(=O)c2ccccc2Cl)cc1	5	-3	9	1	0	0.0	19	-4
CC1(CC(=O)N/N=C/c2cc([N+](=O)[O-])c(O)cc2O)OCCO1	-1	1	-23	-10	-8	1.0	34	-9
COc1ccc(OCC#CCN2CC(C)OC(C)C2)cc1 (stereo unspecified)	-4	-1	-3	-6	0	1.7	9	-9
O=C(c1cc(-c2cccs2)on1)N1CCN(C(c2ccccc2)c2ccccc2)CC1	-3	20	-2	3	1	-0.6	9	6
